Source: PubChem BioAssay (several laboratories)
SDO1 yeast rescue = growth rescue of sdo1-depleted yeast, primary screen, S. cerevisiae, bone marrow failure model; S. cerevisiae sdo1-depleted JHY4D growth rescue, OD600 30 h; stronger effect = higher value; pdr5 snq2 efflux-pump mutant strain; z-score at 10 µM; hit rate 0.21% among 140,000; AID 817, 2007;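 active = z-score above 3 at both the 24 hr and the 30 hr optical density reads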;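 also: z-score against mean and SD of all compound wells on the same plate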
INS promoter inh = inhibitors of insulin promoter-driven GFP, primary screen, imaging, TRM-6 cells (human fetal islet line), eGFP reporter, cell count. reporter expression induced with tamoxifen. inhibition, % at 2 µM. hit rate 0.9% among 130,000;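 active = inhibition above the mean plus 3 SD, with well images judged a real hit on visual review, cut at about 60% in these data, passing the limit was not always enough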
SDO1 yeast rescue Rescue 24 h = further read-out of SDO1 yeast rescue, marked with its call; z-score; S. cerevisiae sdo1-depleted JHY4D growth rescue, OD600; measured here: growth rescue at 24 h;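 0 is the plate mean of compound wells and units are plate SD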
* = called active by the depositor; . = no result given.

SDO1 yeast rescue,SDO1 yeast rescue Rescue 24 h,INS promoter inh,Structure
-0.96,-0.78,-27,Cc1cc([N+](=O)[O-])nn1CC(=O)N1CCCc2ccccc21
-0.99,-0.85,.,O=C(NCc1ccco1)c1cc(-c2cccs2)on1
.,.,18,Cc1nn2c3c(cnc2c1-c1ccccc1)C(=O)CC(C)C3 (stereo not given)
0.31,0.31,-3,CCCCC1OC23CCCCC2C(C#N)(C(=N)O3)C1(C#N)C#N (stereo not given)
0.92,0.9,0,O=C(NCCOc1ccccc1)c1ccccc1
-1.5,-1.6,-22,CO/N=C(/CS(=O)Cc1ccccc1Cl)c1ccc(Cl)cc1Cl (stereo not given)
0.41,0.14,.,CC(C)(C)NCCOCCOc1ccccc1-c1ccccc1
14*,15*,-27,O=C(CN1CCN(c2cccc(Cl)c2)CC1)Nc1ccc([N+](=O)[O-])cc1C(=O)Nc1ccccc1F
-1.5,-0.88,3,O=c1oc2cc(Cl)ccc2n1CSc1nc2ccccc2s1
0.97,0.69,.,Cc1nn(-c2ccc(C(=O)O)cc2)c(=O)c2ccccc12
0.5,0.41,24,CC1(C(=O)NCCN2CCOCC2)C=CCN1C(=O)c1ccccc1 (stereo not given)
-1.8,-0.93,.,Cc1cccc2c1nc(-c1ccccc1)n1nnnc21
.,.,0,NC(=O)N/N=C/c1cccc(OCc2ccc(F)cc2)c1
0.31,0.34,23,CCCOc1nc2c(c(=O)n(C)c(=O)n2C)n1CCC
0.18,-0.05,4,CC(C)CNS(=O)(=O)c1ccc2c(c1)OCCO2
0.87,1,-25,O=C(CN1C(=O)CCS(=O)(=O)c2ccccc21)Nc1ccc2c(c1)OCCO2
1.6,0.95,.,Cc1cccc(-n2nnnc2SCC(=O)NCCN2C(=O)CSC2=O)c1
0.11,0.16,.,O=C(CSc1nnc(C2COc3ccccc3O2)o1)NC1CCCCC1 (stereo not given)
.,.,19,O=C(Nc1ccccc1Cl)Nc1cccnc1Cl
-0.68,-1.4,-181,OCCNc1c2ccccc2nc2c(F)c(F)c(F)c(F)c12
-0.83,-1.6,.,CCCc1cc(=O)[nH]c(SCC(=O)N(Cc2ccccc2)C(C)C)n1
0.66,-0.14,13,O=C(CN1C(=O)NC2(CCCCCCC2)C1=O)NCc1ccc2c(c1)OCO2
-0.41,-0.47,.,O=[N+]([O-])c1ccc(Oc2cccc3cccnc23)c([N+](=O)[O-])c1
-0.18,0.7,55,CCSc1ccc(-c2nn(-c3ccccc3)cc2/C=C(/C#N)C(=O)NC)cc1
1.3,1.5,33,CCc1nc(OCCN(CC)CC)c2oc3ccccc3c2n1

Three compounds drawn at random from the list so far:
SDO1 yeast rescue,SDO1 yeast rescue Rescue 24 h,INS promoter inh,Structure
1.3,1.5,33,CCc1nc(OCCN(CC)CC)c2oc3ccccc3c2n1
0.92,0.9,0,O=C(NCCOc1ccccc1)c1ccccc1
-0.96,-0.78,-27,Cc1cc([N+](=O)[O-])nn1CC(=O)N1CCCc2ccccc21

Taken from above:
Entry of `Cc1cccc2c1nc(-c1ccccc1)n1nnnc21` in SDO1 yeast rescue: -1.8
Entry of `O=C(NCc1ccco1)c1cc(-c2cccs2)on1` in SDO1 yeast rescue Rescue 24 h: -0.85

Record cards, as listed above. Order of screens: SDO1 yeast rescue, SDO1 yeast rescue Rescue 24 h, INS promoter inh
Entry for O=C(NCCOc1ccccc1)c1ccccc1 = 0.92, 0.9, 0
Entry for Cc1cc([N+](=O)[O-])nn1CC(=O)N1CCCc2ccccc21 = -0.96, -0.78, -27
Entry for Cc1nn(-c2ccc(C(=O)O)cc2)c(=O)c2ccccc12 = 0.97, 0.69, .

Other results.
SDO1 yeast rescue,SDO1 yeast rescue Rescue 24 h,INS promoter inh,Structure
-1.8,-2.2,-38,O=C(c1ccc(Cl)cc1)N1CCN(c2ccc(F)cc2)CC1
-1.5,-0.79,-8,c1ccc(CN2c3ccccc3-c3nc4ccccc4n3C2c2ccccn2)cc1 (stereo not given)
-0.1,-0.18,-18,COC(=O)c1cc(Br)c(=O)n(CCc2ccc(O)cc2)c1
0.12,0.16,-25,CCOC(=O)Cc1cc(=O)n(-c2nc3ccccc3s2)[nH]1
-2.8,-2.4,40,Cn1c(=O)c2nc(-c3ccccc3)oc2c2ccccc21
1,0.83,-11,CCNc1nc(OC)nc(SCC(N)=O)n1
-0.59,-1.2,-17,Cc1ccc(N=N/C(=C\O)C(=O)c2ccncc2)cc1
-1.2,-1.4,.,COc1ccc(CNCC(O)(c2ccc(Cl)cc2)c2ccc(Cl)cc2)cc1
1.2,1.2,26,N#Cc1c(NC(=O)CSc2nc(N)cc(=O)[nH]2)sc2c1CCCCCC2
-2.1,-1.9,-37,Oc1oc(-c2ccccc2)nc1C=Nc1cccc2ccccc12
-0.18,-1.3,-25,COC(=O)c1cc(F)c(-n2cncn2)c(F)c1
.,.,9,O=C(Nc1ccc(C(=O)O)cc1)Nc1ccc(F)cc1F
-0.3,0.08,21,Cc1ccc(S(=O)(=O)N2CCN(S(=O)(=O)c3ccc(C)cc3)C3OCCOC32)cc1 (stereo not given)
2.3,2.7,-58,Cc1cc2nc(-c3ccc(SCC(=O)N4CCOCC4)nc3)[nH]c2cc1C
.,.,-64,Cc1ccc(C2C(C(=O)c3sc(-c4ccccc4)nc3C)=C(O)C(=O)N2CCN(C)C)o1 (stereo not given)
0.28,1.9,7,Cc1cccc(NC(=O)c2c(F)c(F)c(F)c(F)c2F)c1
-0.81,-1.1,.,O=C(CSc1nc2ccccc2s1)NCCOc1ccccc1
-0.52,-0.7,.,CCOc1cc(C#N)c(NC(=O)c2ccco2)cc1OCC
1.1,0.41,-15,CC1CCN(C(=O)CSc2nncn2-c2ccccn2)CC1
1.4,1.5,.,O=C(NCc1nnc(SCC(=O)N2CCCc3ccccc32)n1-c1ccccc1)c1cccc2ccccc12
.,.,-8,Cc1cc(C)cc(Nc2c(F)c(F)c(F)c(F)c2C(=O)O)c1
-0.45,-0.63,3,CC(C)NCC(O)COc1ccc2c(c1)CCC2 (stereo not given)
.,.,94*,CCOC(=O)c1sc2nc(C)nc(NCCc3ccccn3)c2c1C
0.16,1.1,-10,CCCOc1ccc(/C=N/Nc2ccccc2[N+](=O)[O-])c(O)c1
0.08,0.31,-47,COc1ccc(C(C)NC(=O)c2ccccc2Cl)cc1OC (stereo not given)
0.95,0.94,.,O=C(c1cc(-c2cccs2)on1)N1CCCCC1
-0.35,-0.46,7,CCCOc1ccc(NC(=O)CC2C(=O)N(Cc3ccccc3)C(=S)N2Cc2cccs2)cc1 (stereo not given)
-0.56,-0.48,-41,CCC12CN(C(=O)c3ccc(C)cc3)CC(CC)(CN(C(=O)c3ccc(C)cc3)C1)C2=O
-0.19,-0.1,36,CCOC(=O)CNS(=O)(=O)c1cc(-c2n[nH]c(=O)c3ccccc23)ccc1C
0.54,-0.83,3,Cc1nc(NC(=O)CSc2nnc(C)n2CC2CCCO2)sc1C (stereo not given)
-0.86,-0.79,-485,CCOC(=O)c1[nH]cc(-c2ccccc2)c1N1CCOCC1
1.3,1.1,47,CCNC(=O)c1sc(=S)n(-c2ccc(C)cc2)c1N
-0.63,-0.45,.,O=C(/C=C/c1cccc(F)c1)N(c1ccccn1)C1CCCCC1
-1.1,0.41,-9,CC1(c2ccc([N+](=O)[O-])cc2)CC(C)(C)N(C(=O)c2ccccc2)c2ccccc21 (stereo not given)
0.55,0.85,38,CN1Cc2cc(C(=O)c3ccccc3O)cnc2NC1=O
1.6,4.9,-31,CCOC(=O)C1CCCN(C(=O)c2ccccc2SCCOC)C1 (stereo not given)
-0.81,-0.67,-19,CCC(C)(C)NC(=O)C(c1cccs1)N(CC1CCCO1)C(=O)Cn1nnc2ccccc21 (stereo not given)
.,.,-30,N#Cc1ccc(-c2nc3cc(C#N)c(C#N)cc3nc2-c2ccccc2)cc1C#N
0.07,-0.69,-5,CCCc1nnc(SCC(=O)N2CCCCC2)n1CCCOC
-1.3,-1.4,.,COc1cccc(CNCC(O)(c2ccc(Cl)cc2)c2ccc(Cl)cc2)c1
-2,-1.5,-3,O=C(CSc1nnnn1C1CCCCC1)Nc1nc2c(s1)CCCC2
0.13,0.66,37,O=C(CSc1ccccc1)N1CCN(c2ccccc2)CC1
1,1.3,5,COc1cc(NC(=O)Cc2c(C(=O)O)[nH]c3ccccc23)cc(OC)c1OC
0.07,-0.87,-43,Cc1ccc(C)c(S(=O)(=O)NCC(=O)NCc2ccco2)c1
1.3,1.2,15,COc1ccc(S(=O)(=O)NCc2ccncc2)cc1OC
-1.5,-0.83,-31,N#C/C(=C\Nc1ccccc1O)c1nc2ccccc2o1
0.08,-0.35,.,CCOC(=O)C(CC(C)C)CP(=O)(O)CNC(=O)OCc1ccccc1 (stereo not given)
-0.12,-0.67,.,Cc1cc(NO)c(C(C)C)cc1N=O
.,.,62,Fc1cc(F)c2nc(N3CCCC3)sc2c1
.,.,13,CCNC(=O)C12CCC(C)(C(=O)O1)C2(C)C (stereo not given)

Following part
SDO1 yeast rescue,SDO1 yeast rescue Rescue 24 h,INS promoter inh,Structure
-1,-1.2,-4,Clc1ccc(Cn2ccc(-c3ccc4c(c3)OCO4)n2)cc1Cl
-1.7,-1.3,21,COc1ccc(Cn2nnnc2C(CC(C)C)N2CCN(c3ccccc3)CC2)cc1 (stereo not given)
-1,-1.6,-55,O=C(CCCN1C(=O)c2ccccc2C1=O)Nc1ccc(Br)cn1
-0.52,2,-3,CCOC(=O)c1ccc(NC(=O)COc2ccc(-n3cnnn3)cc2)cc1
.,.,-25,c1ccc(SCc2cc(-c3ccccc3)no2)cc1
1.6,1.7,-100,CCCCCCCC(=O)NNC(=O)c1ccc([N+](=O)[O-])cc1
-0.56,0.3,4,Cc1ccc(NC(=O)CSC2=C(C#N)C(c3ccco3)C3=C(CC(C)(C)CC3=O)N2)cc1 (stereo not given)
0.04,-0.16,.,COC(=O)CNc1n[nH]c(=S)[nH]c1=O
-1.4,-1.8,20,COc1cc(/C=C2/SC(=S)N(CC(=O)NC(C)(C)C)C2=O)cc(OC)c1OC
-0.96,-1.6,6,CN(C)S(=O)(=O)c1ccc(C(=O)NNc2nc(-c3ccccc3)c3cc(Br)ccc3n2)cc1
0.72,1,16,COc1cccc(CNC(=O)C2CCN(S(=O)(=O)N3CCCC3)CC2)c1
.,.,-70,COc1ccc(CC(NC(C)=O)C(=O)NC2CCN(c3nnnn3-c3ccccc3)CC2)cc1OC (stereo not given)
0.11,0.43,.,O=S(=O)(Nc1nccs1)c1ccc(Nc2nnc(-c3ccccc3)c3ccccc23)cc1
0.44,1.2,33,CCn1ncc(/C=N\NC(=O)c2cc(-c3ccc(C)cc3C)nc3ccccc23)c1C
-0.59,-0.33,-7,Cc1ccsc1C(=O)OCC(=O)Nc1c(Cl)cccc1C(F)(F)F
-0.27,-0.87,-18,O=C(Nc1ccc2c(c1)OCCO2)c1ccc(Cl)c(S(=O)(=O)N2CCCCC2)c1
0.63,0.37,.,COc1ccc(S(=O)(=O)Nc2ccc3c(c2)OCO3)cc1C(=O)O
-1.6,-1.1,25,COc1ccc(-n2ncc3c(Nc4cccc(C)c4)ncnc32)cc1
2,2.3,-67,O=C(NCc1ccccn1)c1ccc(CS(=O)(=O)Cc2ccc(Cl)cc2)o1
-0.6,-0.32,-8,N/C(=N\OC(=O)Cc1ccc(Cl)cc1)c1ccccn1
-0.64,-0.03,20,C/C(=N\OC(=O)c1ccccc1)c1cc(-c2ccc(Cl)cc2)no1
.,.,15,Nn1c(Cc2cccc3ccccc23)n[nH]c1=S
-1.8,-1.2,.,S=C(Nc1ccc(Cl)cc1Cl)NC1CCN(Cc2ccccc2)CC1
-0.08,-0.57,23,O=S(=O)(c1cnccc1N1CCN(/N=C/c2ccc(Br)cc2)CC1)N1CCCCC1
0,0.22,-20,Cc1ccc2sc3ccc(NC(=O)c4ccccc4Cl)cc3c(=O)c2c1
1.6,2.1,.,COc1ccccc1C1/C(=C(/O)c2ccccc2)C(=O)C(=O)N1CC(C)O (stereo not given)
0.99,8.6,.,CN(/N=C/C=C/c1ccccc1)c1cc(=O)n(C)c(=O)[nH]1
-0.2,-0.17,.,CCOc1ccccc1CN1C(=O)NC(C)(c2ccccc2)C1=O (stereo not given)
-0.71,0.01,-43,CCCCCn1c(CCC(=O)Oc2ccccc2OC)nc2c1c(=O)[nH]c(=O)n2CCCC
-1.3,-0.52,14,COc1cc(NC(=O)c2ccco2)c(C(=O)OCC(=O)c2c[nH]c3ccccc23)cc1OC
-0.44,-0.94,41,CCN1CCN(C(=O)c2cc3cc4ccc(OC)cc4nc3s2)CC1
.,.,-19,S=C(NC1CC1)NC1CCCc2ccccc21 (stereo not given)
-0.98,0.21,9,Cc1nn(-c2ccccn2)c2nc(-c3cccs3)cc(C(=O)NCc3ccco3)c12
-0.3,-1.1,14,CC(C)Oc1ccc(OCCNC2CCCC2)cc1
0.56,-0.11,40,CC1CC(Nc2cccc(O)c2)=CC(=O)O1 (stereo not given)

Structural class, those above with a COOH group (5)
SDO1 yeast rescue,SDO1 yeast rescue Rescue 24 h,INS promoter inh,Structure
0.97,0.69,.,Cc1nn(-c2ccc(C(=O)O)cc2)c(=O)c2ccccc12
.,.,9,O=C(Nc1ccc(C(=O)O)cc1)Nc1ccc(F)cc1F
.,.,-8,Cc1cc(C)cc(Nc2c(F)c(F)c(F)c(F)c2C(=O)O)c1
1,1.3,5,COc1cc(NC(=O)Cc2c(C(=O)O)[nH]c3ccccc23)cc(OC)c1OC
0.63,0.37,.,COc1ccc(S(=O)(=O)Nc2ccc3c(c2)OCO3)cc1C(=O)O

Only part of the results is shown; count on the stated rates, not on these rows.
